# Screening data deposited in PubChem by National Center for Advancing Translational Sciences (NCATS).
# NTMT1 inhibitor – NTMT1 methyltransferase inhibition | Q9BV86 | NTMT1 MTase-Glo SAH luminescence, purified enzyme | Potency, µM (doses to about 114 µM), for the others: at the top dose activity change, negative = inhibition, actives largely listed as inhibitors | 2.5% of 59,000 active;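 further: plate controls were DMSO vehicle for no effect and no enzyme for full effect; nearly all actives have a fitted effect of over 65% in size; many of its hits are not listed in these tables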
# Target sequence (Q9BV86 whole entry, looked up): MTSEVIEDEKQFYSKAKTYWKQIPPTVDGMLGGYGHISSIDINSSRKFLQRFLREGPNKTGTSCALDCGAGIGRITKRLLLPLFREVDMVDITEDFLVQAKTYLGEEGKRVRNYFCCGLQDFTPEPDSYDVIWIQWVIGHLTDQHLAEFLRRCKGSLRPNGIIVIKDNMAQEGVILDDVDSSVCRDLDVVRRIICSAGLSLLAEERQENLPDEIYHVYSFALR
# FH mod – Identification of activators of human fumarate hydratase by quantitative high-throughput screening; Fumarate hydratase, mitochondrial (Homo sapiens), P07954; FH coupled MDH/diaphorase resazurin fluorescence, 15 min; Potency, µM (series often up to 79.9 µM), for inactives: at the top dose activity change, negative = inhibition, actives largely listed as inhibitors; 0.22% of 54,000 active; further: the screen sought activators but most active calls are inhibition curves; nearly all actives have a fitted effect of over 45% in size
# Target sequence (P07954 whole entry, looked up): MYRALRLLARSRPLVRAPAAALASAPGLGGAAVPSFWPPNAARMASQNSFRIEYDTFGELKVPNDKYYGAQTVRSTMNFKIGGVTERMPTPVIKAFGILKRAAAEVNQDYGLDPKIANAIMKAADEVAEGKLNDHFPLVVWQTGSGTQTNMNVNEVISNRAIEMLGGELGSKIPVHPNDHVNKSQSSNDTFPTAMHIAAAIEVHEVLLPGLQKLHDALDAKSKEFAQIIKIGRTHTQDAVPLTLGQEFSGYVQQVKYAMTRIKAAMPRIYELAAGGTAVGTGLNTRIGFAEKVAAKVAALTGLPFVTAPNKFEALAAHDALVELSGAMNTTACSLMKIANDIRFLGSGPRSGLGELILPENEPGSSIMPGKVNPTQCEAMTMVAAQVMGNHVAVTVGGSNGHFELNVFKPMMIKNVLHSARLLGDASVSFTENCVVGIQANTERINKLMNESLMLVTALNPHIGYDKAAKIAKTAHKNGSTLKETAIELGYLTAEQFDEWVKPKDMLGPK
# Numbers without * were called inactive; u = inconclusive; & = joins results of further samples; ! = not active in a repeat; [ ] = another dose, or the depositor's remark. The call rests on the fitted dose curve; in most records, active means well fitted curve in the direction sought with a large enough effect; inconclusive means small, poorly fitted or top-dose-only effect, or another doubt; inactive means no such curve, though single readings can be large; an effect the other way counts as inactive or inconclusive. Unless noted, on the % scale 0 is the no-effect control and ±100 the full control effect; potency means the concentration at half of the fitted maximal effect.
structure	NTMT1 inhibitor	FH mod
COC(=O)C1=CO[C@@H](O[C@@H]2O[C@H](CO)[C@@H](O)[C@H](O)[C@H]2O)[C@H]2[C@@H]1C=C[C@@]21C=C([C@H](C)O)C(=O)O1	9%[29.8 µM]	2%[53.3 µM]
C[C@]12CCC[C@](C)(C(=O)O)C1[C@@H](O)[C@@H](O)C13CC(CCC12)C(CO)(O[C@@H]1O[C@H](CO)[C@@H](O)[C@H](O)[C@H]1O)C3 (stereo not given in full)	-3%[29.8 µM]	-1%[53.3 µM]
N#CC(=C(N)Sc1ccc(N)cc1)c1ccccc1C(F)(F)F	u	-1%[53.3 µM]
Cc1nc2n(c(=O)c1CCN1CCC(c3noc4cc(F)ccc34)CC1)CCC[C@H]2O	-1%[57.5 µM]	6%
C=C1C(=O)OC2C1CCC(=C)C1CC(OC(C)=O)C(=C)C12 (stereo not given)	-3%[57.5 µM]	-2%
CCCCCCCC(=O)[O-].CCCCCCCC(=O)[O-].[Zn+2]	20µM*	-25%[53.3 µM]
CC(C)CC(=O)O[C@@H]1OC=C(CO[C@@H]2O[C@H](CO[C@@H]3O[C@H](CO)[C@@H](O)[C@H](O)[C@H]3O)[C@@H](O)[C@H](O)[C@H]2O)[C@H]2C[C@H](O)[C@@H](CO)[C@@H]12	5%[12.6 µM]	6%[20.6 µM]
COC(=O)N[C@H](C(=O)N[C@@H](Cc1ccccc1)[C@@H](O)CN(Cc1ccc(-c2ccccn2)cc1)NC(=O)[C@@H](NC(=O)OC)C(C)(C)C)C(C)(C)C	u	-4%&8%[53.3 µM]
CCn1nc(C2CCN(C(=O)CCO)CC2)nc1-c1cnc(N)c(-c2nnc(C(C)(C)C)o2)n1	u	-2%
O=C(NOCCO)c1cc(CN2OCCCC2=O)c(F)c(F)c1Nc1ccc(I)cc1F	u	-12%
C=C1C2=CC(O)C(C)C1(C)CC/C(C)=C/CCC1(C)OC1C2=O (stereo not given)	2%[29.8 µM]	5%[53.3 µM]
C[C@@]12CC[C@@H]3[C@@](CC[C@H]4[C@@]3(C)CCC[C@@]4(C)C(=O)O)(CC1=O)C2	12%[57.5 µM]	1%
Cc1c(C(=O)NN2CCCCC2)nn(-c2ccc(Cl)cc2Cl)c1-c1ccc(Cl)cc1	u	-11%&-1%[53.3 µM]
C=CC(C)(C)C12C=C(OC)C(=O)N3C(C(C)C)C(=O)NC31N(OC)c1ccccc12 (stereo not given)	10%[29.8 µM]	6%[53.3 µM]
CN1CCc2cc(Cl)c(O)cc2[C@@H](c2cccc3c2OCC3)C1	13%[57.5 µM]	5%
COc1ccc(/C=C/C(=O)O[C@@H]2[C@@H](OC(C)=O)[C@@H](OC(C)=O)[C@H](O[C@H]3[C@@H]4C=CO[C@@H](O[C@@H]5O[C@H](CO)[C@@H](O)[C@H](O)[C@H]5O)[C@@H]4[C@@]4(CO)O[C@@H]34)O[C@H]2C)cc1O	10%[12.6 µM]	8%[20.6 µM]
Nc1nc2c(c(=O)[nH]1)N(C=O)[C@H](CNc1ccc(C(=O)N[C@@H](CCC(=O)O)C(=O)O)cc1)CN2	10%[57.5 µM]	2%[53.3 µM]
C[C@H]1CCN2C[C@]34C[C@@]5(C(=O)Nc6c5ccc5c6OC=CC(C)(C)O5)C(C)(C)C3C[C@]12C(=O)N4C (stereo not given in full)	-5%[29.8 µM]	-2%[53.3 µM]
CC(=O)c1cc2c(cc1O)OC(C)(C)C=C2	-4%[57.5 µM]	1%
CCCCOC(=O)CC(CC(=O)OCCCC)(OC(C)=O)C(=O)OCCCC	-18%[57.5 µM]	-7%[53.3 µM]
COC1CC(=O)C23C(=O)NC(CC(C)C)C2C(C)C(C)=CC3/C=C(\C)CCC1O (stereo not given)	0%[29.8 µM]	1%[53.3 µM]
Cc1cc(Nc2ncnc3ccc(NC4=NC(C)(C)CO4)cc23)ccc1Oc1ccn2ncnc2c1	-18%	-10%
OC[C@H]1O[C@@H](OC(CCCCc2ccc(O)cc2)CCc2ccc(O)cc2)[C@H](O)[C@@H](O)[C@@H]1O (stereo not given in full)	13%[29.8 µM]	3%[53.3 µM]
CC1=C(CC(=O)O)c2cc(F)ccc2/C1=C\c1ccc(S(C)=O)cc1 (stereo not given)	2%[57.5 µM]	-30%&1%[53.3 µM]
COC(=O)C1=C(C)NC(C)=C(C(=O)OC)C1c1ccccc1[N+](=O)[O-]	10%[57.5 µM]	16µM*!
C[C@@H](O[C@H]1OCCN(Cc2nn(P(=O)(O)O)c(=O)[nH]2)[C@H]1c1ccc(F)cc1)c1cc(C(F)(F)F)cc(C(F)(F)F)c1	4%[29.8 µM]	-5%[53.3 µM]
CN(c1ncccc1CNc1nc(Nc2ccc3c(c2)CC(=O)N3)ncc1C(F)(F)F)S(C)(=O)=O	u	3%
COc1cc(O)c2c(c1)C1=C[C@H](O)[C@@H](O)C[C@]1(C)OC2=O	-5%[57.5 µM]	-3%
CC1OC(OC2C(C)OC(OC3C(OC(=O)/C=C/c4ccc(O)cc4)C(CO)OC(OC4(COC(=O)/C=C/c5ccc(O)cc5)OC(CO)C(O)C4O)C3OC3OCC(O)(CO)C3O)C(O)C2O)C(O)C(O)C1O (stereo not given)	17%[12.6 µM]	2%[20.6 µM]
C=C1CC2C3(C)C(O)CC(=O)C(C)(C)C3C(OC(C)=O)C(OC(C)=O)C2(C)C2C(=O)OC(C)(C(=O)OC)C(=O)C12C (stereo not given)	1%[29.8 µM]	10%[53.3 µM]
O=C(Nc1nc2ccccc2n1CCc1ccccc1)c1ccccc1	-2%[57.5 µM]	0%
C[C@@H]1CC[C@@]23CC[C@]4(C)[C@@](C=CC5[C@@]6(C)CC[C@H](O)C(C)(C)C6CC[C@]54C)(OC2=O)C3[C@H]1C (stereo not given in full)	3%[29.8 µM]	-5%[53.3 µM]
O=c1cc(-c2ccc(O)c(O)c2)oc2cc(O)cc(O)c12	32µM*!	-8%[53.3 µM]
Cc1ccc(C(C)C)cc2c(C)ccc1-2	24%[57.5 µM]	0%[53.3 µM]
CC(=O)NCC(=O)N1C2CCC1c1cc(Nc3ncc(C(F)(F)F)c(NC4CCC4)n3)ccc12 (stereo not given)	3%[57.5 µM]	-15%
O=C1Nc2ccccc2/C1=C/c1cc(O)ccc1O	40µM*	u
COc1cc(C(=O)OC[C@@]2(O)CO[C@@H](O[C@H]3[C@H](Oc4ccc(C(=O)O)cc4OC)O[C@H](CO)[C@@H](O)[C@@H]3O)[C@@H]2O)ccc1O	2%[12.6 µM]	-10%[20.6 µM]
CN(CCCN1c2ccccc2CCc2ccccc21)CC(=O)c1ccc(Cl)cc1	32µM*	-11%[53.3 µM]
Cc1ccc2c(Br)cc(Br)c(O)c2n1	80%[activator][57.5 µM]	6%[53.3 µM]
COc1cccc(NC[C@@H](O)Cn2c3ccc(Br)cc3c3cc(Br)ccc32)c1	-4%[57.5 µM]	-17%
CC1CCC2(C(=O)OC3OC(COC4OC(CO)C(O)C(O)C4O)C(O)C(O)C3O)CCC3(C)C(=CCC4C5(C)CCC(O)C(C)(C(=O)O)C5CCC43C)C2C1(C)O (stereo not given)	4%[12.6 µM]	2%[20.6 µM]
CC1CC2OCC3(O)CCC(O)C(C14CC(c1ccoc1)OC4=O)C23CO (stereo not given)	5%[29.8 µM]	-6%[53.3 µM]
C=CC(C)(C)O[C@@H]1O[C@H](CO[C@@H]2OC[C@](O)(CO)[C@H]2O)[C@@H](O)[C@H](O)[C@H]1O	14%[29.8 µM]	5%[53.3 µM]
C[C@]12C=CC(=O)C=C1CC[C@@H]1[C@@H]2[C@@H](O)C[C@@]2(C)[C@@H]1CC[C@]2(O)C(=O)CO	-11%[57.5 µM]	-14%[53.3 µM]
C=CCc1ccc(O[C@@H]2O[C@H](CO)[C@@H](O)[C@H](O)[C@H]2O)c(O[C@@H]2O[C@H](CO)[C@@H](O)[C@H](O)[C@H]2O)c1	4%[29.8 µM]	-1%[53.3 µM]
NS(=O)(=O)c1ccc(Cl)c(S(N)(=O)=O)c1	7%[57.5 µM]	5%[53.3 µM]
CC1=C2CC(=O)C(C)CC/C=C(\C)CC2OC1=O (stereo not given)	-4%[57.5 µM]	1%
CNC(=O)c1ccccc1Sc1ccc2c(C=Cc3ccccn3)n[nH]c2c1	3%[57.5 µM]	-1%[53.3 µM]
C/C=C(/C)C(=O)OC1C2OC2C2(CO2)C2C3OC(=O)C(C)C3CCC12C (stereo not given)	-14%[29.8 µM]	21%[53.3 µM]
CCCNS(=O)(=O)Nc1ncnc(OCCOc2ncc(Br)cn2)c1-c1ccc(Br)cc1	8.6µM*!	-3%[53.3 µM]
CC1C(=O)OC2C(O)C34C5CC(C(C)(C)C)C36C(OC(=O)C6O)OC4(C(=O)O5)C12O (stereo not given)	-26%[57.5 µM]	-10%[53.3 µM]
O=C(CCCCCCC(=O)Nc1cccnc1)NO	12%	1%[53.3 µM]
O=C(O)CCC(=O)OC[C@@H](NC(=O)C(Cl)Cl)[C@H](O)c1ccc([N+](=O)[O-])cc1	19%[57.5 µM]	-4%[53.3 µM]
COc1cc2c3c(cc4ccccc4c3c1O)NC2=O	u	-12%
O=C(NCCCN1CCOCC1)c1cnn2c(-c3ccccc3)cc(-c3ccccc3)nc12	0%[57.5 µM]	-5%
OCCCc1ccccc1	-12%[57.5 µM]	-12%[53.3 µM]
CCc1c2c(nc3ccc(O)cc13)-c1cc3c(c(=O)n1C2)COC(=O)[C@]3(O)CC	4%&4%[57.5 µM]	0%[53.3 µM]
C=C1C(=O)O[C@H]2C1[C@H](OC(=O)/C(=C/CO)COC(=O)/C(C)=C/CO)CC(=C)[C@@H]1CC(=O)[C@@H](C)[C@@H]12 (stereo not given in full)	u	-2%[53.3 µM]
CO/N=C(\C(=O)N[C@@H]1C(=O)N2C(C(=O)O)=C(CSc3nc(=O)c(O)nn3C)CS[C@H]12)c1csc(N)n1	u	0%[53.3 µM]
Clc1cccc(Cl)c1NC1=NCCN1	16%&-15%[57.5 µM]	-9%&5%&16%[53.3 µM]

# (cont.)
structure	NTMT1 inhibitor	FH mod
C=CC1C(OC2OC(CO)C(O)C(O)C2O)OC=C(C(=O)OC)C1CC(=O)OCC1C(C)C(O)CC1C(CO)COC(=O)CC1C(C(=O)O)=COC(OC2OC(CO)C(O)C(O)C2O)/C1=C\C (stereo not given)	-3%[12.6 µM]	6%[20.6 µM]
CC(=O)OC/C=C(\C)C(CC1C(C)=C(OC(C)=O)C(=O)C2C(C)(C)C(O)CCC12C)OC(C)=O (stereo not given)	-7%[29.8 µM]	-6%[53.3 µM]
Cc1cn2cc(C(=O)N(C)CCO)cc(NC3CCOc4cccc(C)c43)c2n1 (stereo not given)	-3%[57.5 µM]	0%
CN(C)C(=O)Oc1cccc([N+](C)(C)C)c1	1%[57.5 µM]	-7%&-2%[53.3 µM]
Nc1c(S(=O)(=O)c2ccccc2)c2nc3ccccc3nc2n1-c1ccc(F)cc1	-16%[57.5 µM]	u
C[C@@H]1O[C@@H](OC[C@H]2O[C@@H](OC(CCCCc3ccc(O)cc3)CCc3ccc(O)cc3)[C@H](O)[C@@H](O)[C@@H]2O)[C@H](O)[C@H](O)[C@H]1O (stereo not given in full)	9%[12.6 µM]	-3%[20.6 µM]
CC1CCCC2OC2C(=O)c2c(O)cc(O)cc2CC(=O)O1 (stereo not given)	3%[57.5 µM]	-1%
COc1cc(N2CCC(N3CCN(C)CC3)CC2)ccc1Nc1ncc(Cl)c(Nc2ccccc2P(C)(C)=O)n1	0%	u
CCN(CC)CCNC(=O)c1ccc(N)cc1	6%&15%[57.5 µM]	-1%
COC(=O)C1C(c2ccc(O)cc2)C(C(=O)O)C1c1ccc(O)cc1 (stereo not given)	15%[29.8 µM]	31%[53.3 µM]
CC(C)C(=O)O[C@@H]1[C@@H](O)[C@@H](O[C@H]2O[C@H](CO)[C@@H](O)[C@H](O)[C@H]2O)O[C@H](CO)[C@H]1O	-4%[29.8 µM]	4%[53.3 µM]
CC1CC2C3CCC4=CC(=O)C=C[C@]4(C)[C@@]3(F)[C@@H](O)C[C@]2(C)[C@@]1(O)C(=O)CO (stereo not given in full)	-20%[57.5 µM]	-21%&-4%[53.3 µM]
CC(=O)NCCNc1cc(Cl)nn2c(-c3cccc(S(=O)(=O)N(C)C)c3)c(C)nc12	-16%	-16%
O=c1[nH]c2ccccc2n1CCN1CCN(c2cccc(C(F)(F)F)c2)CC1	-1%[57.5 µM]	0%
CN(C)c1ccc(-c2nc3ncc(Cl)c(N4CCN(CC(=O)Nc5nccs5)CC4)c3[nH]2)cc1	15%[29.8 µM]	-7%&-5%[53.3 µM]

# Profiles, looked up by structure. Screens in order: NTMT1 inhibitor, FH mod
# Shown for Nc1c(S(=O)(=O)c2ccccc2)c2nc3ccccc3nc2n1-c1ccc(F)cc1 = -16%[57.5 µM], u
# Shown for CN(C)C(=O)Oc1cccc([N+](C)(C)C)c1 = 1%[57.5 µM], -7%&-2%[53.3 µM]
# Shown for CC(=O)NCCNc1cc(Cl)nn2c(-c3cccc(S(=O)(=O)N(C)C)c3)c(C)nc12 = -16%, -16%
# Shown for C[C@@H]1O[C@@H](OC[C@H]2O[C@@H](OC(CCCCc3ccc(O)cc3)CCc3ccc(O)cc3)[C@H](O)[C@@H](O)[C@@H]2O)[C@H](O)[C@H](O)[C@H]1O (stereo not given in full) = 9%[12.6 µM], -3%[20.6 µM]
# Shown for COc1cc(N2CCC(N3CCN(C)CC3)CC2)ccc1Nc1ncc(Cl)c(Nc2ccccc2P(C)(C)=O)n1 = 0%, u

# The list is partial, so the mix of outcomes need not match the whole.
